Assay outcomes: PubChem, National Center for Advancing Translational Sciences (NCATS)
Pol eta inh: DNA polymerase eta (human) inhibition; Q9Y253; recombinant Pol eta, fluorescent DNA replication assay; Potency, µM (series often up to 114 µM), for the others: top-dose activity change, negative = inhibition, actives largely listed as inhibitors; hit rate 1.2% among 390,000; further: potency means the concentration at half of the fitted maximal effect; on the % scale 0 is the no-effect control and ±100 the full control effect
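Pol eta (10 nM) was preincubated with compounds for 15 min at room temperature, after which fluorescent replication substrate (50 nM final) was added to start the reaction. Fluorescence was read kinetically at 0 and 10 min.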
LDHA inh: LDHA (human) enzyme inhibition. purified LDHA, NADH/diaphorase-resazurin fluorescence; active compounds read low. activity change, % (values are at about 110 or 230 µM). hit rate 0.15% among 480,000; in the data active means activity change below about -30%; inconclusive means mostly about -25% to -30%;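 further: plate controls were DMSO wells for no effect and wells without enzyme for full effect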
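Enzyme activity of human lactate dehydrogenase 5 (2 nM; 0.06 mM NADH, 0.2 mM pyruvate, 5 min, RT) is measured via a resazurin/diaphorase fluorescence readout of residual NADH.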
APE1 inh: inhibitors of human APE1 endonuclease; hit rate 0.35% among 350,000; P27695; Potency, µM (top dose mostly 65.8 µM), inactives show at the top dose activity change, negative = inhibition, actives largely listed as inhibitors; recombinant APE1, TAMRA/BHQ-2 abasic DNA cleavage fluorescence;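 further: potency means the concentration at half of the fitted maximal effect; plate controls were vehicle for no effect and reference inhibitor for full effect; nearly all actives have a fitted effect of over 55% in size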
Target sequence (P27695 whole entry, looked up): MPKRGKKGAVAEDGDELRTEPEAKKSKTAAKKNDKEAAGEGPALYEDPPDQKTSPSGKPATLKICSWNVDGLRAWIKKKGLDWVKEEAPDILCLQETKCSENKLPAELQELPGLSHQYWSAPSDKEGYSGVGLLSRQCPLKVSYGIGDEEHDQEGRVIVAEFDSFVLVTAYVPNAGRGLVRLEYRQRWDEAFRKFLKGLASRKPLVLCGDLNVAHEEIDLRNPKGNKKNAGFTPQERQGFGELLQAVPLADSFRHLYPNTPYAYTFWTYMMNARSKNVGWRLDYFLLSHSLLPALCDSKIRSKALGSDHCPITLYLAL
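Step 1: APE1 (0.75 nM) with compound, 15 min RT. Step 2: add 50 nM fluorophore/quencher THF duplex. Step 3: three fluorescence reads 60 s apart (525/598 nm); read 3 minus read 1 = reaction progress.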
POLI inh: inhibitors of human DNA polymerase iota | Q9UNA4 | Pol iota fluorescent replication assay, 10 min | Potency, µM (series often up to 115 µM), without a hit: at the top dose activity, negative = inhibition, usual class: inhibitors | hit rate 1% among 390,000 | AID 588590; further: potency means the concentration at half of the fitted maximal effect
Target sequence (Q9UNA4 whole entry, looked up): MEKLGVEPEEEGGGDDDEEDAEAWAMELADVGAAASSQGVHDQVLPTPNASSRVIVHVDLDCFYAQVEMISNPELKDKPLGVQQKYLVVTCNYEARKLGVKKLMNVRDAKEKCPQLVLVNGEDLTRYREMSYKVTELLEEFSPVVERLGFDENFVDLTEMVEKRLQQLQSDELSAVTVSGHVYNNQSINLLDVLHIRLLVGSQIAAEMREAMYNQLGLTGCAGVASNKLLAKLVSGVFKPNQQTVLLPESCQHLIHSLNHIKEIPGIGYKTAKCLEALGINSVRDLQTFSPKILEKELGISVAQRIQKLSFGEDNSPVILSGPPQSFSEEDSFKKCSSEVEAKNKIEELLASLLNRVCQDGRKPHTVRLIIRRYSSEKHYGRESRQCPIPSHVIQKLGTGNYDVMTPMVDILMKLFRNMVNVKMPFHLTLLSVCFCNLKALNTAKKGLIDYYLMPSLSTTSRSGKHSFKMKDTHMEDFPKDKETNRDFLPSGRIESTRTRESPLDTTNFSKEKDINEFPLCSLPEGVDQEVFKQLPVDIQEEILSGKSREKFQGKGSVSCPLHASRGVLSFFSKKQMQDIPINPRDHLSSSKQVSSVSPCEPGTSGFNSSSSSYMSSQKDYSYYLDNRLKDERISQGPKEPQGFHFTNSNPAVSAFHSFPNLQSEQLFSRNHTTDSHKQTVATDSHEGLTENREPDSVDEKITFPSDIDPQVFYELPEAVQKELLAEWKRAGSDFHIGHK
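Pol iota at 10 nM preincubated 15 min with compounds at room temperature; reaction started with fluorescent substrate, 50 nM final. Fluorescence read kinetically at 0 and 10 min; buffer-only wells as negative control.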
Apoferritin bind: binds horse apoferritin like a general anesthetic. P02791. apoferritin/1-aminoanthracene competitive binding, fluorescence. Potency, µM (top dose mostly 77.5 µM), inactives show top-dose activity change, negative = displacement, actives largely listed as inhibitors. hit rate 0.074% among 350,000; further: potency means the concentration at half of the fitted maximal effect; on the % scale 0 is the no-effect control and ±100 the full control effect; nearly all actives have a fitted effect of over 20% in size
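Horse-spleen apoferritin (10 uM) in 50% saturated 1-aminoanthracene in PBS was incubated 10 min at room temperature with compound. Fluorescence (ex 380, em 535 nm) was normalized to free and bound 1-AMA, with concentration-response fitted by a four-parameter Hill equation.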
BLM helicase inh: Bloom syndrome helicase (human) inhibition. P54132. recombinant BLM DNA unwinding, fluorescence dequenching. Potency, µM (highest dose often 56.1 µM), without a hit: top-dose activity change, negative = inhibition, usual class: inhibitors. hit rate 0.2% among 350,000. AID 2528;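 further: potency means the concentration at half of the fitted maximal effect; plate controls were vehicle for no effect and no enzyme for full effect; nearly all actives have a fitted effect of over 35% in size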
Glioma ERSR ind: induces the endoplasmic reticulum stress response in human glioma cells | hit rate 0.02% among 420,000 | U87-MG GRP78 promoter luciferase reporter, 16 h | Potency, µM, for the others: at the top dose activation, usual class: activators; further: potency means the concentration at half of the fitted maximal effect; series mostly up to about 76 µM; % of control where 0% means no effect; nearly all actives have a fitted effect of over 35% in size
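Stably transfected U87-MG human glioma cells carrying a GRP78-based luminescent sensor were seeded at 1000 cells/well, pin-dosed with compounds and incubated 16 h. Luciferase reagent was then added, and end-point luminescence was read after 10 min at room temperature.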
POLK inh: blocks human DNA polymerase kappa activity; Q9UBT6; purified Pol kappa, fluorescent DNA synthesis assay, 10 min; Potency, µM (series often up to 107 µM), for inactives: at the highest dose activity, negative = inhibition, usual class: inhibitors; hit rate 0.53% among 400,000; AID 588579; further: potency means the concentration at half of the fitted maximal effect; on the % scale 0 is the no-effect control and ±100 the full control effect
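Readout: fluorescence, taken kinetically at 0 and 10 min. Conditions: 10 nM Pol kappa, 15 min RT compound preincubation, 50 nM substrate final. Controls: enzyme-free buffer wells.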
Pol beta inh: blocks human DNA polymerase beta activity; P06746; Pol beta primer extension/strand displacement, fluorescence kinetic; Potency, µM (doses to about 114 µM), for the others: top-dose activity change, negative = inhibition, actives largely listed as inhibitors; hit rate 1.3% among 340,000; further: potency means the concentration at half of the fitted maximal effect; on the % scale 0 is the no-effect control and ±100 the full control effect
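Homogeneous kinetic assay of primer extension and strand displacement by 10 nM Pol beta, preincubated 15 min at room temperature with compound before 50 nM substrate (final) was added. Read at 0 and 10 min; four-parameter Hill fit.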
* hit, by the source's call; ? = inconclusive; · = no result given; & = joins results of further samples; [ ] = dose if it differs, or a comment. Unless noted, the call rests on the fitted dose curve; in most records, active means well fitted curve in the direction sought with a large enough effect; inconclusive means small, poorly fitted or top-dose-only effect, or another doubt; inactive means no such curve, though single readings can be large; an effect the other way counts as inactive or inconclusive. An excerpt. The share of hits here may be higher or lower than overall.

Every second line gives: Pol eta inh	LDHA inh	APE1 inh	POLI inh	Apoferritin bind	BLM helicase inh	Glioma ERSR ind	POLK inh	Pol beta inh
> CCN1C(=O)N[C@@H](c2ccccc2)[C@@H](C(=O)OC)[C@H]1C
  -13.5%	-5.5	-3.8%[12.4 µM]	26.6%	·	-0.3%[12.4 µM]	-4.2%	-15.6%	·
> C[C@@H](C(=O)Nc1ccc2ccccc2c1)[C@H]1C[C@]1(C)[C@H](NS(=O)(=O)c1ccc(-c2ccccc2)cc1)c1ccccc1
  -13.2%	-2.4	1.8%&-3.7%	52.9%[activator]	-3.7%&7.7%	-4.7%&-7.5%	1.9%	-18.5%	14.3%
> O=C1CC[C@@H](C(=O)O)N1
  -18.7%	-8.7	-8.5%	8.9%	·	-8.0%	-2.0%&-4.5%	0.0%	·
> O=C1C2C3C=CC(C3)C2C(=O)N1c1ccc2c(c1)OCO2 (centres undefined)
  -13.0%	7.4	1.9%	31.8%[activator]	?	-5.5%	-3.2%	-3.3%	10.6%
> CC1=C(C(N)=O)C(c2ccc(Cl)c(Cl)c2)n2ncnc2N1 (centres undefined)
  -2.8%	-7.3	-1.4%	35.2%[activator]	-0.5%	-1.5%	-8.9%	-2.6%	55.7%
> COc1ccccc1NC(=O)c1ccc(NC(=O)COC(=O)C2(C)CC2(Cl)Cl)cc1 (centres undefined)
  -15.5%	-2.1	-4.4%	50.3%[activator]	0.0%	-10.5%	-1.4%	-8.6%	-14.9%
> O=C(/C=C/c1ccc2c(c1)OCO2)Nc1nc2ccccc2s1
  -5.4%	0.8	-0.4%	1.9%	-9.5%	-3.8%	-5.2%	-10.5%	14.9%
> O=C(CCc1ccccc1)NCc1ccccc1
  -17.5%	-12.4	-3.7%	-3.3%	-4.6%	0.5%	0.8%	-7.9%	-1.2%
> O=C(NCc1ccccc1)N[C@@H](Cc1c[nH]c2ccccc12)C(=O)O
  -8.6%	-8.6	3.1%	26.8%	-2.9%	-0.9%	-2.3%	-14.0%	-1.6%
> C/C(=N\NC(=O)c1nn(C)cc1Br)c1ccc(NC(=O)c2ccncc2)cc1
  -19.4%	-4.5	-2.8%	359.7%[activator]	-13.6%	-10.3%	2.9%	-3.3%	3.8%
> CCOC(=O)[C@H]1[C@H]2COc3ccc(OC)cc3[C@@H]2N2C(=O)CN(Cc3ccccc3)C(=O)[C@@]12C
  -9.1%	3.7	22.1%	41.6%	·	·	-1.7%	7.3%	·
> C/C(=N\NC(=O)C1(C)CC1(Br)Br)c1ccc(NC(=O)C2CCC2)cc1 (centres undefined)
  -9.2%	-4.8	0.9%	1.7%	-14.0%	3.8%	-1.4%	-16.3%	-21.5%
> COc1ccc(C[C@H]2CN3C(=NC[C@H]3Cc3ccccc3)N2CCNC(=O)CCC2CCCCC2)cc1
  -18.4%	-11.5	?	?	-14.9%	5.1%	-7.2%	-6.0%	25.2%
> O=C(NN=C1CCCCCC1)c1cn(-c2ccccc2)nc1-c1ccccc1
  -5.6%	-9.9	-2.5%	2.4%	0.3%	-0.5%	-3.8%	-11.0%	7.1%
> Cc1ccc(NC(=O)CCC(=O)N2Cc3ccccc3Oc3ncccc32)c(C)c1
  9.2%	-4.0	·	-12.7%	-6.4%	0.5%	-3.6%	-1.5%	28.3%
> CCNc1nc(NC(C)C)nc(Oc2ccc(/C=N/O)cc2)n1
  -5.9%	-9.7	?	5.5%	-2.4%	-5.1%	-1.4%	-6.3%	9.1%
> Cc1ccccc1-c1nc(SCC(=O)NCc2ccco2)c2c(=O)n(C)c(=O)n(C)c2n1
  ·	-0.4	·	11.7%	0.5%	-1.2%	·	-9.3%[60.1 µM]	13.4%
> CCCC(CCC(=O)Nc1ccc(C(=O)OC)cc1)C(=O)O (centres undefined)
  -9.5%	-3.4	10.9%	-8.5%	-2.1%	5.7%	-3.0%	-9.5%	11.5%
> Cc1ccccc1/C=N/NC(=O)c1cccnc1
  4.0%	-5.9	32.5%	-0.8%	-5.1%	-0.4%	4.3%	-8.5%	3.6%
> Cc1cccc(NC(=S)N(Cc2ccc(Br)cc2)Cc2ccc(C(=O)O)cc2)c1
  -6.4%	-11.2	-3.0%	-21.0%	-5.5%	0.4%	4.3%	-3.0%	3.6%
> O=C(CSc1nc2c(cnn2-c2ccc(F)cc2)c(=O)[nH]1)N1N=C(c2cccs2)CC1c1ccc(F)cc1 (centres undefined)
  ·	·	-0.8%	·	-4.4%	0.1%	·	·	18.8%
> N#Cc1ccc(-c2nc3ccccc3c(=O)n2O)cc1
  -15.1%	1.7	-8.2%	-29.9%	10.3%	2.1%	-3.8%	-3.2%	36.2%
> O=C(OCC(=O)N1CCOCC1)c1ccc(N2CCOCC2)c([N+](=O)[O-])c1
  -9.5%	-4.2	-0.1%	190.5%[activator]	-6.1%	-2.2%	-5.1%	-8.3%	9.5%
> CCCCCCSc1cccc(-c2nc3ccc(Cl)cn3c2NCCCC)c1
  -21.3%	3.1&0.1	·	79.5%[activator]	·	·	-2.1%	8.9%	·
> O=C(Nc1ccccc1O)c1cccc(NC(=O)c2ccco2)c1
  -16.8%	-4.8	-5.8%	37.5%[activator]	-3.9%	1.4%	-1.4%	-2.9%	22.5%
> Cc1nc2ccccc2n1CC(O)Cn1c(C(F)(F)F)nc2ccccc21 (centres undefined)
  ?	-3.8	6.2%	3.6%	-3.5%	-1.6%	-4.6%	-2.3%	52.4%
> CCn1c(SCC(=O)Nc2cc(C(C)(C)C)nn2-c2ccccc2)nnc1-c1cccs1
  -9.7%	1.3	-2.6%	-11.0%	?	-5.2%	-2.9%	-9.6%	0.3%
> C=CCSc1nnc(C)c(/C=C/Nc2ccc(Cl)cc2)n1
  -18.4%	-2.1	2.4%	84.2%[activator]	-22.0%	-10.2%	-3.4%	-9.4%	1.3%
> Clc1ccc(OCc2cn3ccccc3n2)c2ncccc12
  -17.4%	12.1	1.5%	62.7%[activator]	-10.8%	-3.4%	4.6%	-8.8%	54.4%
> CCc1ccc(CNC(=O)c2cc(=O)[nH]c3ccc(S(=O)(=O)N4CCCCC4)cc23)cc1
  -20.8%	-2.7	·	30.1%[activator]	18.4%	0.4%	-3.1%	3.9%[60.1 µM]	-8.0%
> CCOc1ccc(C(=O)OCCN(C)C)cc1
  -10.1%	4.0	0.5%	4.7%	2.0%	-1.5%	-4.8%	2.4%	8.8%
> CN(C)c1ccc(C(CNC(=O)Cc2ccc(Cl)cc2)N2CCOCC2)cc1 (centres undefined)
  -6.6%	1.3	·	7.1%	2.8%	3.4%	-4.1%	-13.9%[60.1 µM]	0.7%
> COc1ccc(Cc2nc3ccc(C(=O)N(C)C(C)c4nccs4)cc3o2)cc1 (centres undefined)
  -13.5%	-1.0	55.8%[activator]	32.6%[activator]	-20.7%	-0.9%	-1.0%	5.4%	0.7%
> CO/N=C\[C@@H](NS(=O)(=O)c1ccc(C)cc1)[C@H](C)/C=C\CC(=O)OC
  ·	·	29.1%[12.4 µM]	·	5.0%[15.3 µM]	-13.4%[12.4 µM]	-1.9%	·	·
> O=C(CSc1nc(=O)n(CCCN2CCOCC2)c2c1CCCC2)Nc1cccc(F)c1
  -20.0%	-0.4	11.2%	30.8%[activator]	·	·	-1.2%	-10.5%	·
> CCc1ccc(NC(=O)c2ccc(-c3ccccc3)s2)cc1
  -7.7%	0.3	·	7.9%	4.5%	5.2%	-1.8%	5.0%	1.0%
> COc1ccc(Cc2nnc(SCC(=O)Nc3ccc(C)c(Cl)c3)[nH]c2=O)cc1
  2.0%	-16.1	-12.3%	?	·	·	3.0%	1.4%	·
> COC(=O)c1sc(C(F)(F)F)c(-c2ccccc2)c1S(=O)(=O)N(C)C
  -21.6%	1.5	-1.1%	147.8%[activator]	-1.5%	-5.2%	-2.4%	-3.7%	3.2%
> O=C(Nc1ccnn1C1CCN(CCCC2CCCC2)CC1)c1ccccc1
  -13.2%	-2.4	-7.0%	40.8%[activator]	-23.3%	-0.7%	5.2%	-12.7%	2.1%
> Cc1cc(C(=O)COC(=O)c2n[nH]c(=O)c3ccccc23)c(C)n1C(C)C
  -10.4%	-6.8	-12.5%	-23.0%	·	·	4.1%	-5.7%	·

Next part, starting with the last 2 of the part before.
Every second line gives: Pol eta inh	LDHA inh	APE1 inh	POLI inh	Apoferritin bind	BLM helicase inh	Glioma ERSR ind	POLK inh	Pol beta inh
> O=C(Nc1ccnn1C1CCN(CCCC2CCCC2)CC1)c1ccccc1
  -13.2%	-2.4	-7.0%	40.8%[activator]	-23.3%	-0.7%	5.2%	-12.7%	2.1%
> Cc1cc(C(=O)COC(=O)c2n[nH]c(=O)c3ccccc23)c(C)n1C(C)C
  -10.4%	-6.8	-12.5%	-23.0%	·	·	4.1%	-5.7%	·
> COC(=O)C[C@H]1c2cc(C(F)(F)F)ccc2S(=O)(=O)N1Cc1ccc(OC)cc1
  -5.8%	-1.6	·	-4.3%&29.3%	·	·	-1.8%&-2.2%	-1.3%&0.7%	·
> O=C(O)C(Cc1c[nH]c2ccccc12)NS(=O)(=O)c1ccccc1 (centres undefined)
  -6.8%	-2.6	3.0%	6.9%	-10.8%	0.6%	-1.5%	-11.5%	21.7%
> Cc1cc(C)c(S(=O)(=O)N2CCN(C3CC(=O)N(c4ccccc4Cl)C3=O)CC2)c(C)c1 (centres undefined)
  -6.0%	-2.3	22.6%	12.2%	·	·	2.7%	-4.5%	·
> COc1ccc(S(=O)(=O)Cc2ccc(C(=O)NC3CCCCCC3)o2)cc1
  2.0%	-9.1	-8.5%	-12.2%	-5.2%	0.5%	-1.2%	-8.3%	33.2%
> O=C(c1nn(-c2ccccc2)c(=O)c2ccccc12)N1CCN(c2ccccn2)CC1
  -15.5%	-5.2	1.1%	1.6%[58.9 µM]	-20.2%	-2.9%	-2.2%	-8.0%	-1.0%
> COc1ccc(F)cc1C(=O)C1CCCN(Cc2cnc(N3CCCC3)s2)C1 (centres undefined)
  -2.5%	-8.2	15.3%	31.0%[activator]	-12.2%	-1.8%	0.3%	0.6%	-6.1%
